IP6K1 inhibitor: IP6K1 kinase inhibition; activity change, % (series mostly up to about 58 µM); AID 1645851; 140,000 compounds, 0.81% hits; IP6K1 kinase, ADP-Glo luminescence, 2 h; active compounds read low; Q92551; in the data active = activity change below about -25%
Target sequence (Q92551 whole entry, looked up): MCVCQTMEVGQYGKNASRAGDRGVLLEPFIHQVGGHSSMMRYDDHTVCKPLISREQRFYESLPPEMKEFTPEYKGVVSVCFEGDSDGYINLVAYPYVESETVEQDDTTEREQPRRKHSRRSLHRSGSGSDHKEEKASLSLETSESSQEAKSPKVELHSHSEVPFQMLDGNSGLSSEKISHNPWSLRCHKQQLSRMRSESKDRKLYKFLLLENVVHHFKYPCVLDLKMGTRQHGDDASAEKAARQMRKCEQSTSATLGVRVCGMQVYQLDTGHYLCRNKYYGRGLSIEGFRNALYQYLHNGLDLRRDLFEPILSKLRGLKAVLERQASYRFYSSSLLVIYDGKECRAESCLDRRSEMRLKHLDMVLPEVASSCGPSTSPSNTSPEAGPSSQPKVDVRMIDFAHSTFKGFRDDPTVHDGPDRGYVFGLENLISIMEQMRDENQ
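ADP-Glo luminescence measures ADP made by human IP6K1 during a 2 h RT reaction with ATP/IP6 (mix at 1.3 mM/130 uM); top library doses 57.5 and 19.1 uM final.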
GPT2 inh: inhibitors of human GPT2 alanine aminotransferase | Potency, µM (titrated, usually from 57.7 µM), inactives show top-dose activity change, negative = inhibition, usual class: inhibitors | AID 1671188 | Q8TD30 | 100,000 compounds, 0.25% hits | Recombinant GPT2, coupled pyruvate oxidase/HRP Amplex Red fluorescence; note: potency is the fitted concentration of half-maximal effect; nearly all actives have a fitted effect of over 60% in size; many of its hits are not listed in these tables
Target sequence (Q8TD30 whole entry, looked up): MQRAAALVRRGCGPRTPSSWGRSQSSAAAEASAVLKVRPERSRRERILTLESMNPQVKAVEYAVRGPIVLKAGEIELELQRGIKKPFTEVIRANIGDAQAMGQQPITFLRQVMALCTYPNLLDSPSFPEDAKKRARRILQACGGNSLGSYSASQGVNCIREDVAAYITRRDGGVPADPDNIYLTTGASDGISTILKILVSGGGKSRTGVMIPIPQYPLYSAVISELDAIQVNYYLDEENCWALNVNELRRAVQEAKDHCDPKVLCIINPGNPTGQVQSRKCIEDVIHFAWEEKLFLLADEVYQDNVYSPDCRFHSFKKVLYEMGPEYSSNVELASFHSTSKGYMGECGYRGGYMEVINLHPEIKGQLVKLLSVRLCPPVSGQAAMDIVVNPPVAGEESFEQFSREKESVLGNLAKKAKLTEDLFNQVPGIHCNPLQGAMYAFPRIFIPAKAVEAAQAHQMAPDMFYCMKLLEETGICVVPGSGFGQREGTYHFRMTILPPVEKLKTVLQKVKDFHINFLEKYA
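Inhibition is scored from Amplex Red fluorescence generated when pyruvate oxidase and HRP act on pyruvate released by GPT2. Reactions contain 10ng/uL enzyme, 250uM a-KG and 2mM L-alanine and run 30 min at room temperature.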
SNCA expr inhib: reduces expression of the alpha-synuclein gene. AID 1671194. HEK-293 SNCA-luciferase knock-in, luminescence, 24 h. Potency, µM (top dose mostly 57.2 µM), without a hit: at the highest dose activity change, negative = inhibition, usual class: inhibitors. 140,000 compounds, 0.17% hits;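 note: potency is the fitted concentration of half-maximal effect; plate controls were DMSO cells for no effect and cell-free wells for full effect; nearly all actives have a fitted effect of over 45% in size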
NIH3T3 tox: kills NIH 3T3 cells | NIH 3T3 viability, CellTiter-Glo ATP luminescence, 48-72 h | Potency, µM (top dose mostly 96.7 µM), for the others: top-dose activity change, negative = cytotoxicity, most hits filed as inhibitors | 94,000 compounds, 4.3% hits; note: potency is the fitted concentration of half-maximal effect; nearly all actives have a fitted effect of over 55% in size
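Cells were seeded at 400 per well, treated with pin-transferred compound, and kept 48 or 72 hr at 37 °C before CellTiter-Glo addition and luminescence imaging of cellular ATP.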
SNCA viab count: cell viability loss counter-screen | HEK-293-SNCA-luc viability, GF-AFC fluorescence, 24 h | Potency, µM (highest dose often 57.1 µM), without a hit: top-dose activity change, negative = cytotoxicity, actives largely listed as cytotoxic | 150,000 compounds, 0.12% hits;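 note: potency is the fitted concentration of half-maximal effect; 0% = DMSO-treated cells and -100% = medium-only wells without cells; nearly all actives have a fitted effect of over 30% in size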
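HEK-293-SNCA-luc cells (1500/well) plated 24 h, then exposed 24 h to a dilution series; GF-AFC added 30 min at 37C, fluorescence 405/540 nm; normalised to medium-only and DMSO wells, Hill fit.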
FLuc inh: blocks purified firefly luciferase enzyme activity; purified P. pyralis luciferase, luminescence, biochemical; 76,000 compounds, 2.5% hits; P08659; Potency, µM (doses to about 115 µM), for the others: top-dose activity change, negative = inhibition, most hits filed as inhibitors; note: potency is the fitted concentration of half-maximal effect; nearly all actives have a fitted effect of over 65% in size
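Luminescence read by CCD imager after adding enzyme (10nM final) to wells holding compound, titrated in qHTS. Substrates 10uM each D-luciferin and ATP; buffer 50mM Tris acetate pH 7.5, 10mM Mg acetate, Tween-20, BSA.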
HEK cytotox: kills HEK 293 cells | HEK 293 viability, ATP luminescence (CellTiter-Glo), 48-72 h | Potency, µM (titrated, usually from 115 µM), without a hit: top-dose activity change, negative = cytotoxicity, actives largely listed as inhibitors | 94,000 compounds, 6.6% hits; note: potency is the fitted concentration of half-maximal effect; nearly all actives have a fitted effect of over 60% in size
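HEK 293 seeded at 250 cells/well receive compound via pintool. After 48 or 72 hr at 37 degree Celsius, 5% CO2 and 95% humidity, CellTiter-Glo is dispensed and luminescence read following 10 min at room temperature.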
The depositor's hits bear a star; i = inactive; ? = inconclusive; · = no result given; & = joins results of further samples; [ ] = another dose, or the depositor's remark. Unless noted, calls come from the whole dose curve; as a rule, active = well fitted curve in the direction sought with a large enough effect; inconclusive = small, poorly fitted or top-dose-only effect, or another doubt; inactive = no such curve, though single readings can be large; an effect the other way counts as inactive or inconclusive. Unless noted, % is set by controls: 0 for no effect and ±100 for the full control effect.

SMILES	IP6K1 inhibitor	GPT2 inh	SNCA expr inhib	NIH3T3 tox	SNCA viab count	FLuc inh	HEK cytotox
COC(=O)c1cc(Cl)ccc1NS(=O)(=O)C(F)(F)F	0	?	-23%[25.6 µM]	·	-35%[23.9 µM]	·	·
COc1ccc(CN2C(=O)[C@@H]3C[C@@H](O)CN3C3(CN(C4CCOCC4)C3)C2=O)cc1	-15	0%[88.5 µM]	-8%[87.6 µM]	i	11%[87.6 µM]	-6%[172 µM]	-2%[172 µM]
CCc1cc2c(cc3c(=O)n(CC(=O)NC(C)c4ccccc4)ncn32)s1 (stereo not given)	-8	·	4%	·	3%	·	·
O=C(c1ccncc1)N1CCC(N2C(=O)C3(CCCCC3)C2c2ccncc2)CC1 (stereo not given)	17	-3%	19%	-8%	8%[12.5 µM]	4%	i
COc1cccc(CNC(=O)c2ccc(Cn3ccn4nc5c(c4c3=O)CCCC5)cc2)c1	10	i	-15%	-24%	-10%	-1%	?
Cc1ccc(-n2c(SCC(=O)Nc3c(C)cccc3C)nc(O)c(C)c2=O)cc1	4	·	-8%	·	-1%	·	·
CCOC(=O)[C@H]1C[C@]2(CCCCN(CCOC)C2=O)N(C(=O)C2CC2)[C@H]1c1ccccc1	-4	·	·	?	·	·	-12%
CC(=O)c1ccc(NC(=O)CC2Oc3ccc(C)cc3NC2=O)cc1 (stereo not given)	-18	·	14%	·	1%	·	·
NS(=O)(=O)c1ccc(Nc2nc(OCC3CCCCC3)c3[nH]cnc3n2)cc1	-47*	i	11%	·	?	·	·
COc1cc(=O)n2c(c1C(=O)Nc1ccc(C)cc1)CCCC2	-2	-1%	30%[activator]	?	12%	-2%	-15%
CCc1ccc(NC(=O)c2ccc3c(=O)n4nc(Nc5ccccc5C)sc4nc3c2)cc1	2	·	-3%	·	-5%	·	·
Cc1nn(-c2ccccc2)c2c1C(C)N(C1CN(C(=O)C3CC3)C1)C2=O (stereo not given)	2	·	·	?	·	·	?
c1cc(-c2noc([C@@H]3CCCN3C3CCC3)n2)cc(N2CCOCC2)n1	-9	i	0%[87.6 µM]	-17%[138 µM]	-9%[87.6 µM]	10%[172 µM]	?
COc1ccc(NC(=O)N2CCc3c(C(=O)NCCCN4CCCC4=O)cccc32)cc1	5	0%	10µM*	-29%	16%	0.5µM*	?
Cc1nn(-c2ccc(F)cc2)c(Oc2ccccc2)c1CCC(=O)N(C)C(C)C	-6	3%	3%	?	-3%	-3%	?
CCc1cccc(NC(=O)c2c(N3CCCC3=O)c3cc(C)ccc3n2C)c1	4	·	?	·	-6%	·	·
COc1cc2c(cc1OC)C(C[C@H]1CN(C(=O)c3ccc(F)cc3)CC[C@H]1CC(=O)O)=NCC2	-1	3%	9%	-13%	13%	-7%	-12%
O=C([C@@H]1C[C@H](Oc2ccccc2)CN1C(=O)C1CC1)N1CCCC1	4	?	31%[activator]	i	-6%	0%	-3%
Cc1cccc(C(=O)Nc2ccc(C(=O)OCc3cc(=O)n4c5c(sc4n3)CCCC5)cc2)c1	-16	·	44%[activator]	·	-2%	·	·
O=C(Nc1ccccn1)[C@@H]1C[C@@H](c2ccc(F)cc2)N([S+](=O)([O-])c2ccccc2)C1	-4	1%[88.5 µM]	?	?	-6%[87.6 µM]	-4%[172 µM]	?
COc1cccc(C(=O)N2CC(Oc3ccc(-c4nc(-c5ccccc5)no4)cc3)C2)c1	8	i	4%	?	-23%	-25%	22µM*
O=C(CN1CC[C@H](N2CCOCC2)[C@H](CCCO)C1)NCc1ccccc1	9	1%	1%	-7%	-5%	5%	-12%
CC(=O)N1CCCc2cc(S(=O)(=O)N3CCC(C(=O)NCc4ccccc4)CC3)ccc21	-8	·	64%[activator]	·	3%	·	·
O=C(O)C1CCc2nc(N3CCN(C(=O)C4CCC4)CC3)sc2C1 (stereo not given)	-3	i	149%[activator]	?	-5%	6.3µM*	-1%
O=C(c1ccsc1)N1CCC(N(C(=O)C2CC2)C2CCOCC2)CC1	-6	i	0%	-24%	3%	8%	7%
SMILES	IP6K1 inhibitor	GPT2 inh	SNCA expr inhib	NIH3T3 tox	SNCA viab count	FLuc inh	HEK cytotox
CCOc1ccc(C(=O)Nc2ccc3oc(-c4cccnc4)nc3c2)cc1	11	·	32%[activator]	·	5%	·	·
O=C(C1CCCC1)N1CCC2(CC1)C(=O)NCN2Cc1ccc(Cl)cc1	-6	-9%	0%	-15%	23%	-2%	?
Cn1cnc2cc(-c3cccc4[nH]ccc34)cc(C(=O)NCc3cccnc3)c21	-10	-41%[88.5 µM]	-8%[87.6 µM]	?	-11%[87.6 µM]	9%[172 µM]	?
CC(=O)/C=C1\C(=O)N(C)c2ccccc21	·	i	1%	·	-26%	·	·
CCNC(=O)C(C)(C)Oc1nn(Cc2cccc(Cl)c2)c2ccccc12	0	3%[88.5 µM]	-18%[87.6 µM]	?	-17%[87.6 µM]	-17%[172 µM]	?
O=C(NCc1cccs1)c1ccc2nnc(-c3cccnc3)n2c1	15	i	12%[87.6 µM]	-26%[138 µM]	-5%[87.6 µM]	·	-6%[172 µM]
O=C(CN1C(=O)COc2ccc(S(=O)(=O)N3CCCCCC3)cc21)N1CCN(c2ccccc2)CC1	13	·	5%	·	?	·	·
CCCCN(Cc1ccc(S(=O)(=O)NC)cc1)Cc1ccco1	2	-10%	-10%	?	-1%	-4%	?
CC(=O)N1CCCC1c1nc(C2CN(S(=O)(=O)c3cccs3)C2)no1 (stereo not given)	7	i	2%	i	1%[12.5 µM]	-5%	i
Nc1nc(CCC(=O)N[C@@H]2COCC[C@H]2Oc2ccc(CO)cc2)cs1	-5	i	16%	1%	-1%	11%	-20%
COc1cccc(OCCSc2nc3ccccc3n2CC(=O)N2CCCCC2)c1	-3	·	6%	·	?	·	·
CCOC(=O)C1CCN(C(=O)c2cc(-c3ccsc3)nc3c2cnn3C)CC1	-1	?	-25%	?	-1%	·	?
COC(=O)CNC(=O)C1CN(c2cccc(Cl)c2)C(=O)N1 (stereo not given)	8&-11	i	-2%&-14%[87.6 µM]	-21%&-3%[138 µM]	0%&9%[87.6 µM]	-4%&6%[172 µM]	-10%&-1%[172 µM]
O=C(Cc1ccccn1)N1CCC(c2nn(-c3ccc(F)cc3)c(=O)[nH]2)CC1	-1	i	-13%	-7%	-18%	6%	i
COCCc1noc(C2CN(C(=O)CCC3CCCC3)C2)n1	19	3%	-2%	?	-7%	·	-6%
Cc1nn(C)c(C)c1S(=O)(=O)N1CCc2nnc(C3CC3)n2CC1	8	-1%	5%	1%	-5%	6%	i
CN(C)Cc1cc(CC2(NCc3ccccc3O)COC2)no1	0	-8%[88.5 µM]	-27%[87.6 µM]	-3%[138 µM]	8%[87.6 µM]	4%[172 µM]	-9%[172 µM]
COc1ccc(-c2[nH]nc3ncc(-c4ccc(F)cc4OC)nc23)c(C)c1	10	1%[88.5 µM]	-7%[87.6 µM]	?	0%[87.6 µM]	4%[172 µM]	?
COc1ccc(C(=O)Nc2ccc(C(=O)OCc3cc(=O)n4nc(C5CC5)sc4n3)cc2)cc1	1	·	18%	·	0%	·	·
CCOc1ccc(OCC)c(NC(=O)C2CCCN(S(=O)(=O)c3cc(Br)cc4c3N(C(=O)CC)CC4)C2)c1 (stereo not given)	14	·	11%	·	7%	·	·
CSc1ccc(CCNC(=O)CCc2c(C)nc3c(-c4ccccc4)c(C)nn3c2C)cc1	15	·	14%	·	-5%	·	·
CC[C@H]1CN(C(=O)N2CCOCC2)CC[C@H]1CC(=O)NCc1ccccc1OC	5	-1%[88.5 µM]	-8%[87.6 µM]	-12%[138 µM]	3%[87.6 µM]	0%[172 µM]	-2%[172 µM]
O=C(CN1C(=O)COc2ccc(S(=O)(=O)N3CCOCC3)cc21)N1CCN(c2ccccc2)CC1	16	·	-27%	·	6%	·	·
CC(C)(C)c1csc(NC(=O)Cn2nc3c(cc2=O)CCCC3)n1	11	-9%	-1%	?	-7%	6%	?
O=C(OCc1ccccc1)N1CCOCC12CCN(Cc1ccccc1F)CC2	3	-1%[88.5 µM]	?	?	-16%[87.6 µM]	-1%[172 µM]	?
SMILES	IP6K1 inhibitor	GPT2 inh	SNCA expr inhib	NIH3T3 tox	SNCA viab count	FLuc inh	HEK cytotox
O=S(=O)(c1ccccc1C(F)(F)F)N1CC(c2nc(-c3ccncc3)no2)C1	-7	?	?	?	1%	4%	?
O=C1COCCN1C1CCN(Cc2cncs2)CC1	-12&-15	-6%[88.5 µM]	18%&-14%[87.6 µM]	0%[138 µM]	-4%&1%[87.6 µM]	·	i
Cc1nn(C)cc1C(=O)N1C[C@H]2CC[C@@H]1CN(C(=O)c1cccnc1)C2	-6	-5%	-10%	-1%	5%	-3%	4%
O=C(CC1N=C2c3ccccc3N=C(SCc3cccc(Cl)c3)N2C1=O)NCc1ccc2c(c1)OCO2 (stereo not given)	22	·	?	·	?	·	·
COc1ccc(-c2noc([C@@H]3CCCN3C(=O)Cc3cccc(C)c3)n2)cc1	0	i	1%	?	-18%	-4%	?
Cc1ccc2[nH]c3c(=O)n(CC(=O)N(C)Cc4ccccc4)ncc3c2c1	5	·	12%	·	11%	·	·
C[S+](=O)([O-])N1CCC(c2nnc3n2C(C(=O)NCCc2ccccc2F)CC3)CC1 (stereo not given)	-11	i	?	i	4%	·	-5%
CNC(=O)c1cc(C2CC2)nc2c1c(C1CCCN1C(=O)C(C)(C)C)nn2C (stereo not given)	-3	·	·	-3%	·	·	-23%
CN(Cc1noc2c1CCCC2)C(=O)C1CCN(C(=O)C2CC2)CC1	-3	i	-28%	-6%	2%	10%	-3%
Cc1ccc(NC(=O)Cn2ncn3c(cc4ccccc43)c2=O)cc1C	-28*	·	4%	·	-8%	·	·
Cc1nn2c(c1-c1ccccc1[S+](C)(=O)[O-])N(Cc1ccc3[nH]ccc3c1)CCC2	15	-7%[88.5 µM]	-26%[87.6 µM]	-16%[138 µM]	5%[87.6 µM]	-4%[172 µM]	?
COc1cccc(C(=O)N2c3ncnn3C3(CCCCC3)[C@@H]3CCCC[C@@H]32)c1	5	·	-9%	·	-8%	·	·
O=C(NCCCN1CCOCC1)c1c(OCC2CC2)cc(=O)n2c1CCOCC2	2	i	1%	-7%	1%	-2%	-18%
CCOC(=O)c1c(C)oc2nc(C)nc(N(C)Cc3ccccc3)c12	-12	·	-16%	·	-9%	·	·
COc1ccc(C(=O)NC2CCN(C(=O)c3cc4c(=O)[nH]c(C)cn4n3)CC2)c(C)c1	1	i	-13%	-24%	9%	1%	3%

By substructure, the compounds so far containing a COOH group (two)
SMILES	IP6K1 inhibitor	GPT2 inh	SNCA expr inhib	NIH3T3 tox	SNCA viab count	FLuc inh	HEK cytotox
COc1cc2c(cc1OC)C(C[C@H]1CN(C(=O)c3ccc(F)cc3)CC[C@H]1CC(=O)O)=NCC2	-1	3%	9%	-13%	13%	-7%	-12%
O=C(O)C1CCc2nc(N3CCN(C(=O)C4CCC4)CC3)sc2C1 (stereo not given)	-3	i	149%[activator]	?	-5%	6.3µM*	-1%

Assay outcomes from PubChem.

A portion of the library; rates above refer to the full screens.
